ATG4B inh: ATG4B (human) cysteine protease inhibition; Q9Y4P1; ATG4B cleavage of LC3-PLA2, NBD-HPC fluorescence, 1 h; inhibition, % at 8.33 µM; 0.51% of 340,000 active; AID 504462; in the data active = inhibition above about 40%
hIAP act: increases human intestinal alkaline phosphatase activity | 0.16% of 330,000 active | P09923 | activation factor at 10 µM | purified human IAP, CDP-Star luminescence, 30 min; stronger effect = higher value; 1 = vehicle-only enzyme, 0 = enzyme-free background;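 active = activation factor of the enzyme at least 2-fold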; also: the source names both 10 and 20 µM as test concentration; values of inactives mirror those of a sister screen read the other way
HKDC1 inh: blocks human hexokinase HKDC1 activity. Q2TB90. recombinant HKDC1, G6PDH/diaphorase resazurin coupled fluorescence. inhibition, % at 20 µM. 0.16% of 340,000 active;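 active = inhibition above about 35% when tested at 20 µM, limit read from the data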;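 also: plate controls were DMSO wells with enzyme for no effect and DMSO wells lacking enzyme for full effect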
Target sequence (Q2TB90 whole entry, looked up): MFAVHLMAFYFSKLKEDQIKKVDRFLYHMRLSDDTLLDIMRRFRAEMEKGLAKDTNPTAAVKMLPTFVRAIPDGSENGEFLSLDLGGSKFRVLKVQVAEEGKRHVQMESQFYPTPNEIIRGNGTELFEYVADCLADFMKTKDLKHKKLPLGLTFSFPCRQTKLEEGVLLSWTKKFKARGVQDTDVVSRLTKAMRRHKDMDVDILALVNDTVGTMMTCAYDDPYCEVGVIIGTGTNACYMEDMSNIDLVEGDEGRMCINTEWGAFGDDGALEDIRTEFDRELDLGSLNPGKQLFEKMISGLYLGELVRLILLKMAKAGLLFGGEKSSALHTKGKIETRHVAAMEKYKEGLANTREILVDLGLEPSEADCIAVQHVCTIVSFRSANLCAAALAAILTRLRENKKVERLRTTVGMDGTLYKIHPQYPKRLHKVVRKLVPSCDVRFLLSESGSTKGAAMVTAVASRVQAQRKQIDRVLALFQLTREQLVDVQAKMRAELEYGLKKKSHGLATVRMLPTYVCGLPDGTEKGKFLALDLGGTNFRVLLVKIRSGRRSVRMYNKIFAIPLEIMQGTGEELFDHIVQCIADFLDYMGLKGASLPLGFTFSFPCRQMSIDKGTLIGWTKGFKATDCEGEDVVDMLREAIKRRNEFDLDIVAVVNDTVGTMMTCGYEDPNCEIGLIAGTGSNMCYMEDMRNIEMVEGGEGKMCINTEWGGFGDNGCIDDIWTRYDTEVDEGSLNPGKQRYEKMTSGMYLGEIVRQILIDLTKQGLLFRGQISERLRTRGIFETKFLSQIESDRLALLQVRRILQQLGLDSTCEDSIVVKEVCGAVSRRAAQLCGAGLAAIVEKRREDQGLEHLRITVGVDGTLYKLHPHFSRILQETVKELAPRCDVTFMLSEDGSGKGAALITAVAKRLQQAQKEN
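Test system: HK5 enzyme. Quantity: 5 µg/mL HK5 final. Reagent: glucose and ATP substrates. Schedule: 90 min reaction incubation at room temperature, dark. Technique: resazurin-to-resorufin fluorescence via G6PDH and diaphorase coupling, 525/613 nm. Control set: DMSO wells with and without enzyme mix.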
mIAP activ: mouse IAP activation. activation factor at 10 µM. 0.24% of 330,000 active. muIAP, CDP-Star luminescence, 30 min; stronger effect = higher value; 1 = vehicle-only enzyme signal, 0 = enzyme-free wells;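 active = activation factor of at least 2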; also: the source names both 10 and 20 µM as test concentration; values of inactives mirror those of a sister screen read the other way
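System: mouse IAP enzyme. Reagent: CDP-Star chemiluminescent phosphatase substrate. Benchmarks: DMSO wells, no-enzyme wells. Times: 30 min enzyme-substrate-compound incubation at room temperature. Detection: luminescence from enzymatic CDP-Star hydrolysis. Doses: test compounds delivered from DMSO solution.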
APOBEC3A inh: human APOBEC3A DNA deaminase inhibition; P31941; recombinant A3A, FAM/TAMRA ssDNA deamination fluorescence; inhibition, % at 20 µM; 0.41% of 330,000 active; AID 493011;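 active = at least 40% inhibition at 20 µM here, with at most 30% in a related deaminase screen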;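 also: plate controls were A3A with DMSO for no effect and wells lacking A3A enzyme for full effect; some results filed as inactive read as strong as hits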
mIAP inh: mouse IAP inhibition | purified mouse IAP, CDP-Star luminescence, 30 min | inhibition, % at 10 µM | 0.2% of 330,000 active | AID 2806;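 active = inhibition of at least 40% at 10 µM in the primary screen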;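 also: plate controls were DMSO with enzyme for no effect and no enzyme wells for full effect; values of inactives mirror those of a sister screen read the other way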
hIAP block: human IAP inhibition; purified IAP, CDP-Star luminescence, 30 min; AID 2544; 0.12% of 330,000 active; inhibition, % at 10 µM; P09923;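 active = inhibition reaching a set limit with compound at 10 µM in the primary screen, cut at about 35% in these data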;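 also: plate controls were DMSO wells with enzyme for no effect and no-enzyme buffer wells for full effect; values of inactives mirror those of a sister screen read the other way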
PfGluPho inh: PfG6PD (Plasmodium falciparum) enzyme inhibition. inhibition, % at 20 µM. PfGluPho enzyme, NADPH resazurin-diaphorase fluorescence. 0.78% of 350,000 active;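 active = inhibition reaching at least a set limit at 20 µM in the primary screen, cut at about 59% in these data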;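 also: 0% = DMSO wells with substrate and 100% = DMSO wells lacking glucose-6-phosphate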
The depositor's hits bear a star; . = not tested or not shown.

The line under a structure holds: ATG4B inh	hIAP act	HKDC1 inh	mIAP activ	APOBEC3A inh	mIAP inh	hIAP block	PfGluPho inh
O=C(NCCC1=CCCCC1)C1CCN(S(=O)(=O)c2ccccc2)CC1
 : -12	1	-3	0.93	-3	7	-5	-9
Fc1ccc(Nc2nc(-c3ccncc3)cs2)cc1
 : -2	1.1	-3	0.99	1	1	-5	-2
Cc1ccsc1/C=N/NC(=S)NCCc1ccccc1
 : -5	1.1	-8	1.1	-7	-9	-12	11
CC(C)[C@H](NC(=O)C1CCN(S(=O)(=O)c2ccc(F)cc2)CC1)C(=O)N1CCCCCC1
 : -4	1.3	-1	0.96	-2	4	-30	-9
Cc1ccc(OCc2cc(C(=O)N3CCN(c4ccccc4)CC3)no2)cc1C
 : 4	1.3	-1	0.98	-3	2	-31	11
Cc1csc(NC(=O)NCC2CCCC(CNC(=O)Nc3nc(C)cs3)C2)n1 (stereo not given)
 : -8	1	4	1.2	-3	-20	-3	11
CC(OC(=O)Cn1ccccc1=O)C(=O)Nc1cc(Cl)cc(Cl)c1 (stereo not given)
 : 1	1.1	-3	0.97	-6	3	-5	2
O=C(COC(=O)C1CCCC1)Nc1cccc(Cl)c1Cl
 : 3	1.1	-3	0.98	2	2	-13	-6
CC1(c2cccc([N+](=O)[O-])c2)CC(C)(C)N(C(=O)c2ccccc2)c2ccccc21 (stereo not given)
 : -9	1.1	-2	0.9	-1	10	-6	12
COc1ccc(S(=O)(=O)N2CCOC23CCN(C(=O)c2ccccc2OC)CC3)cc1
 : -1	1	-7	0.96	3	4	0	2
CCOc1cc(S(=O)(=O)NCc2ccc3c(c2)OCO3)c(C)cc1C
 : -1	0.97	3	1.1	0	-9	2	17
COc1ccc(CC(=O)NNC(=O)[C@@H]2CCCC[C@@H]2C(=O)O)cc1
 : -8	0.91	-7	1	5	-2	9	1
Cc1ccc(-c2nnn(CC(=O)N3C(C)CCCC3C)n2)cc1 (stereo not given)
 : 1	0.98	-4	1.1	-4	-5	2	-13
Cn1c(=O)n(C)c2cc([N+](=O)[O-])c(N3CCN(CCO)CC3)cc21
 : -1	1	-8	0.91	9	9	0	-8
CCn1c2ccccc2c(=O)c2ccccc21
 : 7	1.1	-4	1.1	64*	-5	-8	-9
O=C(N[C@@H]1c2ccccc2CC[C@@H]1OCc1ccccc1)c1ccc(-c2ccccc2)cc1
 : -2	.	-3	0.73	0	27	.	7
COc1ccccc1CN1CC(C(=O)NCCc2ccc(C)o2)CCC1=O (stereo not given)
 : -5	1.3	0	1	-9	0	-32	4
COc1ccccc1NC(=O)CSc1ccc(-c2ccco2)nn1
 : 1	0.9	22	0.95	-5	5	10	31
COc1ccc2c(c1)c(/C=C/c1cc[n+](C)cc1)cn2C
 : 1	0.94	5	0.9	28	10	6	18
CCOc1ccc2nc(N(CCN(C)C)C(=O)/C=C/c3cccs3)sc2c1
 : -4	0.94	-3	0.97	-4	3	6	-8

Remaining list, next part:
The line under a structure holds: ATG4B inh	hIAP act	HKDC1 inh	mIAP activ	APOBEC3A inh	mIAP inh	hIAP block	PfGluPho inh
CSc1ccccc1OCc1cc(C(=O)N(C)CCn2nc(C)cc2C)no1
 : 33	0.93	2	0.98	-3	2	7	-8
COc1ccc(NS(=O)(=O)c2ccc(N3CCOCC3)c(NC(=O)c3ccccc3Br)c2)cc1
 : -13	0.95	-3	0.93	2	7	5	0
CC[C@H](CO)NCCN[C@H](CC)CO
 : 1	1.5	-7	1.1	-3	-13	-45	-9
Cc1oc2ccc(OCc3cccc(Cl)c3)cc2c1C(=O)O
 : 22	0.94	5	0.97	-1	3	6	13
S=C1NCCNC(=S)NCCOCCOCCOCCN1
 : 8	1	2	1	-7	-1	0	-15
Cc1noc(C)c1COC(=O)c1csc2c1CCC(C)C2 (stereo not given)
 : -3	0.91	4	0.94	-5	6	9	-26
O=C(N=C1N=C2C=CC(Br)=CN2Cc2ccccc21)c1ccc([N+](=O)[O-])cc1[N+](=O)[O-]
 : 4	1	3	0.88	3	12	-5	14
Cc1cc(C)c[n+](C[n+]2cc(C)cc(C)c2)c1
 : -6	0.81	-6	0.92	0	8	19	-6
Cc1nn(C)c(-c2n[nH]c(=S)n2-c2ccccc2)c1Cl
 : -6	0.89	-7	1	-1	0	11	42
COc1cc(-c2cc(C(=O)NCCc3ccc(S(N)(=O)=O)cc3)c3ccccc3n2)cc(OC)c1OC
 : -17	0.99	0	0.86	-4	14	1	-1
CCOC(=O)N1CCC(N2CCCC(C(=O)c3ccc4cc(OC)ccc4c3)C2)CC1 (stereo not given)
 : -8	1.1	-9	0.87	-2	13	-8	3
O=C(c1csc2c1CCCCC2)N1CCN(c2ncccn2)CC1
 : 9	1.1	-11	0.94	0	6	-7	-8
CN(C)C(=O)c1nnsc1Sc1ccc(Cl)cc1
 : -4	0.93	15	0.94	-2	6	7	-3
Nc1nc(SCC(=O)c2ccc(F)cc2)n[nH]1
 : -5	1	-8	1	1	-2	-3	2
O=C(c1cc(S(=O)(=O)N2CCOCC2)ccc1Cl)N1CCN(c2ccccn2)CC1
 : -2	1.2	1	1.1	-4	-13	-23	-7
Cc1cccc(Nc2ncnc3c2cnn3Cc2ccccc2)c1
 : -17	0.95	-3	0.95	-1	4	5	11
Cc1ccc(C(=O)NCc2ccc3c(c2)OCO3)cc1S(=O)(=O)N1CCCCC1
 : -18	0.88	-5	0.99	1	1	12	-9
O=C(NCCN1CCOCC1)c1cc(-c2ccc(Br)cc2)on1
 : 6	0.85	14	1	2	-1	15	-10
Cc1ccc(S(=O)(=O)N2CCN(c3nc(C(C)C)c4c(c3C#N)CC(C)(C)OC4)CC2)cc1
 : 1	0.91	-3	0.93	5	7	9	8
CCn1ncc(Br)c1C(=O)Nc1cc(C)cc(C)c1
 : 2	1.1	-7	1.1	-1	-5	-6	-7

Next section.
The line under a structure holds: ATG4B inh	hIAP act	HKDC1 inh	mIAP activ	APOBEC3A inh	mIAP inh	hIAP block	PfGluPho inh
Cc1ccccc1C(=O)Nn1cnc2ccccc2c1=O
 : -4	1.1	-12	0.9	-3	10	-6	-4
Cc1nc(NC(C)C(=O)O)c2nc(C)oc2n1 (stereo not given)
 : -3	0.93	-6	0.85	-2	15	7	-2
CC1(c2nnc(-c3ccccc3)o2)CC(c2cccc(Cl)c2)=NO1 (stereo not given)
 : -5	0.97	1	1	0	-1	3	16
Cc1ccc(C(=O)NC(=S)Nc2cccnc2Cl)cc1
 : 6	1.1	-3	0.89	-7	11	-6	21
O=c1c2ccccc2ncn1-c1ccc([N+](=O)[O-])cc1[N+](=O)[O-]
 : 1	0.95	6	0.97	5	3	5	1
COc1ccccc1N1CCN(C(=O)C(OC(C)=O)c2ccccc2)CC1 (stereo not given)
 : -12	0.97	-3	1	1	-4	3	-4
CCN(CC)Cc1nc2c(c(=O)[nH]1)C1(CCCCC1)Cc1ccccc1-2
 : -4	1.2	7	0.93	1	7	-21	11
CC(OC(=O)c1cccnc1Cl)C(=O)Nc1ccc(S(N)(=O)=O)cc1 (stereo not given)
 : -12	1	5	1.1	0	-12	0	2
Cc1[nH]c2ccccc2c1/C=N/NS(=O)(=O)c1ccccc1
 : -14	1	-4	1.1	-4	-9	-2	10
O=C(N[C@@H](Cc1ccccc1)C(=O)OCc1ccccc1)c1nc[nH]c1C(=O)N1CCNCC1
 : 1	1.2	0	0.9	-3	10	-18	6
COc1ccc(NC(=O)CN(c2ccc([N+](=O)[O-])cc2)S(=O)(=O)c2ccccc2)cc1
 : -8	0.99	5	0.95	-1	5	1	5
COc1ccc(C(=O)C(C)N(C(=O)c2ccc(Cl)cc2Cl)N2C(=O)C3C4C=CC(C4)C3C2=O)cc1 (stereo not given)
 : 10	0.93	15	1	0	-1	7	-8
COc1ccc(C(O)(CCC(C)C)C(CN2CCOCC2)c2ccccc2)cc1 (stereo not given)
 : 4	0.96	5	0.95	-3	5	4	11
O=C(/C=C/c1cc[n+](CC(=O)c2ccc3cccc4c3c2CC4)cc1)c1ccc2cccc3c2c1CC3
 : 32	0.85	19	0.72	19	28	15	73*

By substructure: the compounds so far with an aryl methoxy group.
The line under a structure holds: ATG4B inh	hIAP act	HKDC1 inh	mIAP activ	APOBEC3A inh	mIAP inh	hIAP block	PfGluPho inh
COc1ccc(S(=O)(=O)N2CCOC23CCN(C(=O)c2ccccc2OC)CC3)cc1
 : -1	1	-7	0.96	3	4	0	2
COc1ccc(CC(=O)NNC(=O)[C@@H]2CCCC[C@@H]2C(=O)O)cc1
 : -8	0.91	-7	1	5	-2	9	1
COc1ccccc1CN1CC(C(=O)NCCc2ccc(C)o2)CCC1=O (stereo not given)
 : -5	1.3	0	1	-9	0	-32	4
COc1ccccc1NC(=O)CSc1ccc(-c2ccco2)nn1
 : 1	0.9	22	0.95	-5	5	10	31
COc1ccc2c(c1)c(/C=C/c1cc[n+](C)cc1)cn2C
 : 1	0.94	5	0.9	28	10	6	18
COc1ccc(NS(=O)(=O)c2ccc(N3CCOCC3)c(NC(=O)c3ccccc3Br)c2)cc1
 : -13	0.95	-3	0.93	2	7	5	0
COc1cc(-c2cc(C(=O)NCCc3ccc(S(N)(=O)=O)cc3)c3ccccc3n2)cc(OC)c1OC
 : -17	0.99	0	0.86	-4	14	1	-1
CCOC(=O)N1CCC(N2CCCC(C(=O)c3ccc4cc(OC)ccc4c3)C2)CC1 (stereo not given)
 : -8	1.1	-9	0.87	-2	13	-8	3
COc1ccccc1N1CCN(C(=O)C(OC(C)=O)c2ccccc2)CC1 (stereo not given)
 : -12	0.97	-3	1	1	-4	3	-4
COc1ccc(NC(=O)CN(c2ccc([N+](=O)[O-])cc2)S(=O)(=O)c2ccccc2)cc1
 : -8	0.99	5	0.95	-1	5	1	5
COc1ccc(C(=O)C(C)N(C(=O)c2ccc(Cl)cc2Cl)N2C(=O)C3C4C=CC(C4)C3C2=O)cc1 (stereo not given)
 : 10	0.93	15	1	0	-1	7	-8
COc1ccc(C(O)(CCC(C)C)C(CN2CCOCC2)c2ccccc2)cc1 (stereo not given)
 : 4	0.96	5	0.95	-3	5	4	11

From PubChem BioAssay
